# Rab9 prom act: activates the Rab9 promoter; Huh7 Rab9 promoter-luciferase reporter, luminescence, 24 h; Potency, µM (titrated, usually from 9.22 µM), for inactives: top-dose activation, negative = inhibition, usual class: activators; 320,000 compounds, 2.8% hits; AID 485297; further: potency means the concentration at half of the fitted maximal effect; % of control where 0% means no effect; nearly all actives have a fitted effect of over 60% in size
#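 Quantitative HTS format; Huh7 Rab9-luciferase reporter cells (1500/well) receive compound 2 h post-plating, incubate 24 h at 37 °C, then get luciferase reagent for 10 min before luminescence reading.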
# VP16 counter: counter-screen for ROR gamma inhibitors: Gal4-VP16 reporter | Drosophila S2 Gal4-VP16 UAS-luciferase, luminescence, 20 h | Potency, µM (series often up to 53.6 µM), inactives show top-dose activity, negative = inhibition, actives largely listed as inhibitors | 310,000 compounds, 3.5% hits | AID 2546;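 further: Gal4-VP16 expression switched on by copper sulfate through the metallothionein promoter; potency means the concentration at half of the fitted maximal effect; on the % scale 0 is the no-effect control and ±100 the full control effect; nearly all actives have a fitted effect of over 50% in size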
# RORg inh: ROR gamma (mouse) transcription inhibition. P51450. Drosophila S2 Gal4-RORgamma UAS-luciferase reporter, 20 h. AID 2551. Potency, µM (top dose mostly 53.6 µM), for the others: top-dose activity change, negative = inhibition, most hits filed as inhibitors. 310,000 compounds, 5.4% hits; further: potency means the concentration at half of the fitted maximal effect; on the % scale 0 is the no-effect control and ±100 the full control effect; nearly all actives have a fitted effect of over 60% in size
# Target sequence (P51450 whole entry, looked up, the tested form may be a part): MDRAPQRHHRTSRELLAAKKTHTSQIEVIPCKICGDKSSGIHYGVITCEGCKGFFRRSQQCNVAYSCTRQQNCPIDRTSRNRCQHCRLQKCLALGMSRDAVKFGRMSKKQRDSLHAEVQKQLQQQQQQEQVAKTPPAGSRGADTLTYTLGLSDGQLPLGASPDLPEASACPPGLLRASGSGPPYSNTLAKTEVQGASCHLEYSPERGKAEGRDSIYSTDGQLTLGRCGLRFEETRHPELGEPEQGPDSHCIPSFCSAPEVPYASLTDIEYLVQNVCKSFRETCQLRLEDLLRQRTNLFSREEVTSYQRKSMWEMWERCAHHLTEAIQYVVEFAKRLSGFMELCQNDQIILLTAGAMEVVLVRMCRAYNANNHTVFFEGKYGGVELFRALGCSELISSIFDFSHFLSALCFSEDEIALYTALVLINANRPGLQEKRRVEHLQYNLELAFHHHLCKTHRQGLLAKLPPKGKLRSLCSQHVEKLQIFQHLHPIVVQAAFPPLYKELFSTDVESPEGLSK
#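 Using a luciferase readout, inhibitors were identified by reduced reporter activity in Drosophila cells coexpressing a copper-inducible Gal4–ROR gamma fusion and UAS-driven Photinus luciferase, incubated 20 hr after 700 uM copper sulfate.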
# PKM2 act: activators of human pyruvate kinase M2. P14618. purified PKM2, Kinase-Glo ATP luminescence, activation; response scale: 0% is enzyme alone, no compound. Potency, µM (doses to about 57.5 µM), without a hit: at the highest dose activation, most hits filed as activators. 260,000 compounds, 0.34% hits; further: potency means the concentration at half of the fitted maximal effect; on the % scale 0 is the no-effect control and ±100 the full control effect; nearly all actives have a fitted effect of over 55% in size
#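 Kinase-Glo luminescence reports ATP generated from ADP (0.1 mM) and PEP (0.5 mM) by purified hPK-M2 after 1 h at room temperature, pH 7.2 imidazole buffer; intermediate enzyme activity allows detecting inhibitors and activators.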
# p53 reactivator: restores transcriptional activity of mutant p53; Potency, µM (titrated, usually from 92.2 µM), for inactives: top-dose activity change, positive = activation, actives largely listed as activators; H1299 p53-A138V BP100-luciferase reporter, luminescence, 24 h; 320,000 compounds, 0.063% hits; further: potency means the concentration at half of the fitted maximal effect; % of control where 0% means no effect; nearly all actives have a fitted effect of over 45% in size
#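 H1299 (p53-null), stable ts p53-A138V + BP100-Luc; 1000 cells/well, Opti-MEM/10% FBS; cpd 4 pt, 1:5; 24 h, 37 deg C, 5% CO2; detection reagent 10 min RT; luminescence.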
# NPC1 prom act: activators of NPC1 promoter; Huh7 NPC1 promoter luciferase reporter, 24 h; 320,000 compounds, 2.4% hits; Potency, µM (top dose mostly 9.22 µM), inactives show top-dose activation, most hits filed as activators; AID 485313;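 further: potency means the concentration at half of the fitted maximal effect; % of control where 0% means no effect; nearly all actives have a fitted effect of over 60% in size; reporter is driven by a mutant NPC1 promoter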
#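 In 1536-well qHTS, Huh7 cells harboring an NPC1 promoter–luciferase construct received compound for 24 h; activation was quantified by luminescence following luciferase reagent addition.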
# BRCA1 expr act: activators of BRCA1 expression. AID 624202. MCF7-BRCA1-FFLuc reporter, luminescence, 48 h; response scale: scaled: vehicle 0%, 10 µM genistein 100%. Potency, µM (top dose mostly 46.1 µM), for inactives: at the top dose activation, usual class: activators. 380,000 compounds, 1.1% hits; further: potency means the concentration at half of the fitted maximal effect; nearly all actives have a fitted effect of over 80% in size; some results filed as inactive show a strong effect at the top dose
#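 Luminescence from a BRCA1-driven firefly luciferase in MCF7 cells was read after 48 h compound exposure at 37 C. Data normalized against DMSO and a 10microM genistein activation control, then curve-fitted across the titration.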
# Giardia kill: Giardia lamblia killing; Giardia lamblia trophozoite viability; activity change, % at 7.66 µM, hits read low; 340,000 compounds, 0.15% hits; AID 540267; in the data active means activity change below about -80%; inconclusive means between about -30% and that limit;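 further: parasites exposed to compound for two days anaerobically before the ATP read; on the % scale 0 is the no-effect control and ±100 the full control effect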
#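 Anaerobic 48 hrs incubation at 37 deg C of 100 trophozoites/well with test compounds; ATPLite 1-Step luminescence, 15-30 min RT, reports cellular ATP as viability.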
# Menin-MLL TR inh: inhibitors of human menin-MLL interaction, mutant MLL peptide. O00255. Menin + Texas Red MLL mutant peptide, fluorescence polarization. Potency, µM (top dose mostly 61.6 µM), without a hit: at the top dose FP activity change, negative = inhibition, usual class: inhibitors. 270,000 compounds, 0.23% hits. AID 1768; active means well fitted inhibition curve with a large enough effect in the polarisation, with a control signal flat, not every such curve was filed as active; inconclusive means small, poorly fitted or top-dose-only effect, or effect the other way, or a change in a side signal; inactive means no such curve, though single readings can be large or run the other way; the % refers to the polarisation; further: potency means the concentration at half of the fitted maximal effect; % of control where 0% means no effect; many of its hits are not listed in these tables
# ELG1 genotoxic: genotoxicity induction in ELG1-luciferase HEK293T cells; 330,000 compounds, 1.3% hits; HEK293T ELG1-luciferase reporter, luminescence, 16 h; AID 504466; Potency, µM (series often up to 46 µM), without a hit: at the highest dose activity change, positive = activation, most hits filed as activators; further: potency means the concentration at half of the fitted maximal effect; % of control where 0% means no effect; nearly all actives have a fitted effect of over 60% in size
#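 ELG1-luciferase HEK293T cells, 2,000/well; compound pinned in; 16 hr, 37 °C, 5% CO2; ONE-Glo, 30 min RT; luminescence on CCD imager.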
# FLuc counter: inhibits or activates purified firefly luciferase, miR-21 counter-screen | Potency, µM (series often up to 57.5 µM), for inactives: at the top dose activity change, negative = inhibition, hits mostly inhibitors | purified FLuc, Km substrates, luminescence inhibition | 360,000 compounds, 6.9% hits;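 further: potency means the concentration at half of the fitted maximal effect; plate controls were vehicle for no effect and reference inhibitor for full effect; nearly all actives have a fitted effect of over 55% in size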
# Target sequence (P08659 whole entry, looked up): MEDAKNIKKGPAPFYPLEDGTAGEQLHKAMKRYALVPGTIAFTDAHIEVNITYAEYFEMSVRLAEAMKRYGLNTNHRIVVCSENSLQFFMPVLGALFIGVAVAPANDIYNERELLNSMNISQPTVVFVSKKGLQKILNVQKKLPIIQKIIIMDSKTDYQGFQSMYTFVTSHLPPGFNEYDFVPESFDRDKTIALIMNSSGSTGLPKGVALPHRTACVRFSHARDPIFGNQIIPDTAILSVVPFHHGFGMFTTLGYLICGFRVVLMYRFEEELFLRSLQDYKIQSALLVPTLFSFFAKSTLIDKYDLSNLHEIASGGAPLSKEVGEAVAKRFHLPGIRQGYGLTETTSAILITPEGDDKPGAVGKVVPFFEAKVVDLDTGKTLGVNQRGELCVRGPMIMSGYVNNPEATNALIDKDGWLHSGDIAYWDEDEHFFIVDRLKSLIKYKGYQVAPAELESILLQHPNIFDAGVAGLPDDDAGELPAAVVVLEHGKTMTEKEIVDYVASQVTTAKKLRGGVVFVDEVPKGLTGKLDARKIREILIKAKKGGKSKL
#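 Purified P. pyralis luciferase (10nM final) with 10uM D-luciferin and 10uM ATP (Km levels) in 50mM Tris acetate pH 7.5, 10mM Mg acetate, 0.01% Tween-20, 0.05% BSA; qHTS 6-point titration, ~60 µM downward; luminescence read.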
# * hit, by the source's call; ? = inconclusive; . = no result given; [ ] = another dose, or the depositor's remark. Unless noted, the call rests on the fitted dose curve; in most records, active means well fitted curve in the direction sought with a large enough effect; inconclusive means small, poorly fitted or top-dose-only effect, or another doubt; inactive means no such curve, though single readings can be large; an effect the other way counts as inactive or inconclusive. These rows are one share of the data. The share of hits here may be higher or lower than overall.
Compound	Rab9 prom act	VP16 counter	RORg inh	PKM2 act	p53 reactivator	NPC1 prom act	BRCA1 expr act	Giardia kill	Menin-MLL TR inh	ELG1 genotoxic	FLuc counter
COCCN(C(=O)CC(C)(C)C)c1nnc(-c2cccnc2)s1	3%	5%	?	0%	0%	1%	-9%	-18	2%	1%	1%
O=C(O)CSCc1ccc(Cl)cc1	-5%	4%	-2%	3%	0%	-27%	30%	-5	0%	1%	3%
COC(=O)c1ccc(C2SCC(=O)N2Cc2ccccc2)cc1 (centres undefined)	-4%[1.84 µM]	2%	-17%	.	-1%	-5%	-10%	-28	?	-2%	1%
C#CCNC(=O)C1=C[C@@H](c2ccc(Br)cc2)[C@H](CCCO)[C@@H](OCC)O1	-3%	-12%	25%	-2%	-3%	1%	-4%	-21	1%	-7%	1%
CC(C)c1onc(C(=O)N2CCOCC2)c1[N+](=O)[O-]	-3%	-6%	1%	0%	28%	-2%	-2%	-20	2%	5%	-1%
O=C(Nc1ccccc1OC(F)F)c1ccccc1	-2%	-8%[0.365 µM]	-14%	-9%	4%	1%	-7%	0	8%	0%	1%
CCOC(=O)c1cccc(NC(=O)CSc2nnc(C3CCCCC3)n2CC)c1	1%	-13%	15%	10%	-9%	5%	5%	23	-8%	-5%	-2%
CCCN(Cc1nnc(-c2cccs2)o1)C(=O)CN1C(=O)NC2(CCC(C)CC2)C1=O (centres undefined)	1%	.	.	.	-2%	-1%	10%	9	.	2%	1%
COc1ccc2c(c1)c(C(O)CN1CCC(Cc3ccccc3)CC1)c(C)n2C (centres undefined)	-1%	-3%	-15%	-7%	-4%	1%	-46%	-3	-30%	-1%	2%
O=C(Nc1ccc(S(=O)(=O)Nc2ncccn2)cc1)c1cccc(S(=O)(=O)N2CCCC2)c1	2%	-1%	1%	14%	2%	-2%	0%	-5	.	7%	3%
COc1cccc(CN2CC(C(=O)N3CCCCCC3)CCC2=O)c1 (centres undefined)	23%	-12%	8%	-2%	13%	1%	-11%	24	.	2%	-6%
O=C(Nc1ccccn1)c1cc2ccccc2o1	0.56µM*	6.3µM*	4µM*	-82%	-8%	?	-49%	?	-16%	?	0.3µM*
COC(=O)CCC(=O)OC1(C)C(=O)C=C2C=C(C3CC3)N(c3cccc(C#N)c3)C=C2C1=O (centres undefined)	-12%	1%	-9%	6%[11.5 µM]	1%	0%	6%	-2	?	3%	6%
COc1ccc(NC(=O)NCCN2CCN(c3cccc(Cl)c3)CC2)cc1	-7%	-19%	-3%	5%	2%	0%	-14%	1	15%	0%	-24%
Cc1cc(NCc2ccc(F)cc2)nc2cc(Cl)ccc12	1%	-23%	17%	-1%[11.5 µM]	.	-2%	-30%	17	59%[activator]	1%	2%
Cc1ccc(S(=O)(=O)N2CCN(C3CC(=O)N(CCc4ccccc4)C3=O)CC2)cc1C (centres undefined)	1%	-5%	2%	-9%	-6%	-1%	-7%	3	15%	-7%	0%
Cc1cc([N+](=O)[O-])c2c(c1C)C1C=CCC1C(c1ccccn1)N2 (centres undefined)	3%	14%	?	-4%	0%	-4%	.	.	?	-3%	?
COc1cccc(COc2ncnc3sccc23)c1	-2%	1%	16%	.	-7%	0%	1%	-20	19%	4%	0%
Cc1[nH]n(-c2ccccc2)c(=O)c1C(=O)c1ccccc1	0%	20%	?	-2%	6%	-4%	12%	-7	.	-7%	-14%
O=C(CSc1cccc[n+]1[O-])Nc1cc2c(cc1Cl)C(=O)c1ccccc1C2=O	?	-1%	?	4%	?	?	10µM*	?	0%	16%	11µM*

# Nothing new here: an excerpt of the list.
Compound	Rab9 prom act	VP16 counter	RORg inh	PKM2 act	p53 reactivator	NPC1 prom act	BRCA1 expr act	Giardia kill	Menin-MLL TR inh	ELG1 genotoxic	FLuc counter
COc1cccc(CN2CC(C(=O)N3CCCCCC3)CCC2=O)c1 (centres undefined)	23%	-12%	8%	-2%	13%	1%	-11%	24	.	2%	-6%
O=C(Nc1ccccn1)c1cc2ccccc2o1	0.56µM*	6.3µM*	4µM*	-82%	-8%	?	-49%	?	-16%	?	0.3µM*
COC(=O)CCC(=O)OC1(C)C(=O)C=C2C=C(C3CC3)N(c3cccc(C#N)c3)C=C2C1=O (centres undefined)	-12%	1%	-9%	6%[11.5 µM]	1%	0%	6%	-2	?	3%	6%
COc1ccc(NC(=O)NCCN2CCN(c3cccc(Cl)c3)CC2)cc1	-7%	-19%	-3%	5%	2%	0%	-14%	1	15%	0%	-24%
Cc1cc(NCc2ccc(F)cc2)nc2cc(Cl)ccc12	1%	-23%	17%	-1%[11.5 µM]	.	-2%	-30%	17	59%[activator]	1%	2%

# Further structures
Compound	Rab9 prom act	VP16 counter	RORg inh	PKM2 act	p53 reactivator	NPC1 prom act	BRCA1 expr act	Giardia kill	Menin-MLL TR inh	ELG1 genotoxic	FLuc counter
CC(C)N(C(=O)CSc1ccc(S(=O)(=O)N2CCCCC2)cn1)c1ccccc1	1%	.	.	.	-2%	-6%	-41%	5	.	-5%	.
OCCNc1nc(Nc2ccc(Cl)c(Cl)c2)nc2ccccc12	-2%	-29%	38%	3%[11.5 µM]	-14%	-5%	15%	-5	50%[activator]	-25%	6µM*
CC1(C)CC(=O)C2=C(C1)N(c1ccccc1)C(N)=C(C#N)C2c1ccccc1 (centres undefined)	0%	-3%	34%	1%	-9%	-1%	-21%	-9	-12%	-6%	-2%
O=C(/C=C/Sc1ccc(C(F)(F)F)cn1)c1ccccc1	-38%[inhibitor]	-10%	-35%	5%	26%	-14%	-29%	13	.	6%	0.54µM*
CCCc1nn(CCc2ccccn2)c(N)c1CC	-5%	5%	-29%	0%	2%	-1%	-4%	2	-14%	2%	-1%
CN1C(=O)C2(C(C#N)=C(N)N(c3ccc(Cl)cc3)C3=C2C(=O)CC(C)(C)C3)c2ccccc21 (centres undefined)	1%	7%	16%	-2%	-2%	-1%	-10%	6	-9%	-3%	2%
CC(=O)c1cccc(NS(=O)(=O)c2c(C)n[nH]c2C)c1	.	13%	3%	2%	.	.	-5%	-24	-13%	.	-1%
Cc1ccccc1NC(=S)N(CCCN1CCC(C)CC1)Cc1ccco1	1%	0%	-30%	-2%	-3%	-3%	-19%	-6	-2%	1%	4%
COc1ccc(CCn2c(-c3ccco3)nc3nc4ccccc4nc32)cc1OC	2%	1%	-7%[10 µM]	-8%	-7%	8%	.	.	3%	-7%	?
CCCCn1c(SCc2ccccn2)nc2c1c(=O)n(C)c(=O)n2C	1%	-1%	?	-8%	-14%	0%	-8%	3	-8%	-1%	-4%
Cc1c(NC(=O)c2ccc(N3CCCC3)c([N+](=O)[O-])c2)cccc1-c1nc2ccccc2s1	17%	1%[0.365 µM]	?	23%	7%	1%	3%	13	-18%	-5%	2.7µM*
COCCNc1c(-c2ccc(OC)cc2)nc2ccc(Cl)cn12	?	11%	?	0%	-1%	18%	68%	4	-8%	1%	11µM*
COc1ccccc1NCCC(=O)OCC(=O)NCc1ccco1	0%	-2%	-8%	?	5%	1%	0%	-6	?	0%	1%
Cc1nc2c(c(C)c1C#N)C(=O)c1ccccc1-2	1%	-9%	-13%	2%	4%	3%	-43%	-8	-10%	-1%	-1%
CCOc1ccccc1NC(=O)CSc1c(C)n[nH]c1C	3%	.	4%[0.365 µM]	1%	-7%	0%	1%	4	0%	-3%	-2%
CN1/C(=C\C(=O)c2cccs2)C(C)(C)c2ccccc21	0%	?	?	4%	12%	7%	39%	9	-12%	-1%	?
Cc1cc2c(c(=O)n1CCN(C)C)C(c1ccc(Cl)cc1)C(C#N)=C(N)O2 (centres undefined)	-4%	8%	-14%	3%	-6%	-3%	3%	1	0%	-3%	-3%[2.3 µM]
O=C(NCc1ccccn1)NC1CCCCC1	0%	-7%	1%	4%	0%	-5%	18%	15	-1%	2%	0%
CCc1ccc(NC(=O)Cc2cn(C)c3ccccc23)cc1	0%	14%	42%	0%	-1%	8%	-2%	-5	10%	9%	?
Clc1ccc(CNc2cnccn2)cc1	0%	28%	13%	0%	1%	-2%	23%	-2	-2%	-1%	3%

# Screens as filed in PubChem BioAssay.
